# mcGAS RapidFire – inhibitors of Mus musculus cyclic GMP-AMP synthase, initial high-throughput assay, cell-free, RapidFire MS | Q8C6L5 | recombinant mouse cGAS, cGAMP by RapidFire MS | inhibition, % at 12.5 µM | actives 0.18% (n = 130,000) | AID 1259397, 2018;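 active means inhibition of cGAS enzyme activity at or above 60%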;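 further: enzyme stimulated by 45 bp dsDNA with ATP and GTP substrates; cGAMP share of summed cGAMP plus half ATP and half GTP signals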
# Target sequence (Q8C6L5 whole entry, looked up): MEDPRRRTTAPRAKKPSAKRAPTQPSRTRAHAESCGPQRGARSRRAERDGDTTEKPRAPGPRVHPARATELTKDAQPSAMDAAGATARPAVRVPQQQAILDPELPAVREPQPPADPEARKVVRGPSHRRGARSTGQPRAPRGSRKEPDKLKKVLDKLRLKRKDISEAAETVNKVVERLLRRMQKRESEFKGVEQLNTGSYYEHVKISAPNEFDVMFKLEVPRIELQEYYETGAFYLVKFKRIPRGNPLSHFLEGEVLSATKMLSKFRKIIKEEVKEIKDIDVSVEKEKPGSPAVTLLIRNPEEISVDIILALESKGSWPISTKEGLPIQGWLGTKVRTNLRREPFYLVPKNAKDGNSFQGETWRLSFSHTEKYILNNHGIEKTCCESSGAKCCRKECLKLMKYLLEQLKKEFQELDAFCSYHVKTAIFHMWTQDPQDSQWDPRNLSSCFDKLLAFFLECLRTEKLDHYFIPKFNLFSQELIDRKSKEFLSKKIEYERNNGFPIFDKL
# The depositor's hits bear a star; & = joins results of further samples.
mcGAS RapidFire,SMILES
11.9,FC(F)(F)c1cc(-c2cccs2)nc(N2CCCC2)n1
-21.9,Cc1ccc2nc(CNC(C)c3cccc(C(F)(F)F)c3)cc(=O)n2c1 (centres undefined)
-17.2,CC(=O)Nc1cccc(C(C)NC(=O)CCc2cccc(Cl)c2Cl)c1 (centres undefined)
-8.0,CC1(C(=O)NS(=O)(=O)Cc2ccccc2C(F)(F)F)CCN1C(=O)C/C=C/c1ccccc1 (centres undefined)
-5.5,CC1C(=O)N(c2ccc([N+](=O)[O-])cc2)CCN1C(=O)c1ccc(C(F)(F)F)cc1 (centres undefined)
1.1,COc1ccc(CCN(C)C2CCCN(C(=O)c3cc4ccccc4s3)C2)cc1OC (centres undefined)
-0.2,Cc1ccc(S(=O)(=O)N2CCCc3c(C(N)=O)cccc32)c(Cl)c1
-12.7,CC1CN(C(=O)CSc2nnc(Cc3cccs3)n2-c2ccccc2)CCO1 (centres undefined)
-8.2,CC(C(=O)NC1CCCC1)N1CCN(c2cc(=O)[nH]nc2-c2ccccc2)CC1 (centres undefined)
-7.6,Cc1[nH]c2ccc(CNc3cncc(C(=O)N(C)C)n3)cc2c1C
-3.3,Cc1cccc(C(N)=O)c1NS(=O)(=O)C1CCCCC1O (centres undefined)
25.3,CC(=O)c1ccc(NC(=O)C2CC(O)CN2S(=O)(=O)c2ccc(Cl)cc2)cc1 (centres undefined)
-3.5,Cc1cc(C)n(-c2nc(N3CCOCC3)nc(C)c2[N+](=O)[O-])n1
-6.3,CC(=O)c1c(C)[nH]c(C(=O)NC2CCCCC2C)c1C (centres undefined)
-2.0,CC1CN(S(=O)(=O)N2CCN(C(=O)CCc3cccs3)CC2)CC(C)O1 (centres undefined)

# Next part.
mcGAS RapidFire,SMILES
-6.6,CC(=O)N1CC2(C)CN(C(C)=O)CC(C)(C1)C2O (centres undefined)
-10.4,Cc1ncoc1C(=O)N1CCCC(CNC(=O)c2ccc(-c3ccccc3)cc2)C1 (centres undefined)
-4.4,c1ccc2c(c1)nc(Nc1ccc3c(c1)OCCO3)c1nnnn12
-13.0,CCOc1ccc(/C=C/c2onc(C)c2[N+](=O)[O-])cc1OCC
-16.6,CCCC1(CCC)NC(=O)N(CC(=O)Nc2ccc(S(=O)(=O)NC(C)C)cc2)C1=O
-5.4,Cc1nc(N2CCN(CC(C)O)CC2)c2c3c(sc2n1)CCC3 (centres undefined)
-8.2,COc1ccc2[nH]c(C)c(CC(=O)N(CCC#N)CC3CCCO3)c2c1 (centres undefined)
-8.4,O=C(O)c1cc(-c2ccccn2)nc2ccc(Br)cc12
-2.6,O=C(Nc1cn[nH]c1)N1CCCCC1c1nc(-c2ncccn2)no1 (centres undefined)
-17.7,CC(C)(C)c1ccc(S(=O)(=O)NC(=O)C2(C)CCN2C(=O)Cc2cc(F)ccc2F)cc1 (centres undefined)
-25.3,CC(NS(=O)(=O)c1cccc(F)c1)c1ccc(Cl)s1 (centres undefined)
-0.3,CN(C)c1ccc(N)cc1CN(Cc1ccc(F)cc1)C(=O)c1ccco1
2.1,Cc1cc(C(=O)N2CCN3C(=O)CNC(=O)C3C2)sc1-c1ccccc1 (centres undefined)
-5.5,c1ccc2sc(C34CC5CC(CC(C5)C3)C4)nc2c1
-3.2,O=C(COC(=O)c1ccccc1)Nc1ccccc1Br

# Going on with the list:
mcGAS RapidFire,SMILES
-15.4,CSCCNC(=O)C1CCC(=O)N(CCCN2CCOCC2)C1 (centres undefined)
-8.4,CC(=O)c1ccc(NC(=O)CCN2CCN(Cc3ccc(Cl)s3)CC2)cc1
-7.1,O=c1oc2ccccc2n1CCN1CCC(c2ccnc(-c3ccncc3)c2)C1 (centres undefined)
-17.2,CCOc1cc(CN(CCc2ccccc2)CC2CCN(C)CC2)ccc1OC
7.4,O=C(c1cccc2ccccc12)C1CCCN(C(=O)CCc2ccccn2)C1 (centres undefined)
-5.1,Cc1cccc(C(=O)NC(C)c2cnc(-c3ccncc3)nc2C)n1 (centres undefined)
2.5,Cc1cc(C(=O)NCC2CCN(Cc3cc(C(C)C)no3)C2)n[nH]1 (centres undefined)
-12.3,CCOC(=O)CN(C)C(=O)c1cc(OC)ccc1OC1CCN(C(C)=O)CC1
-13.0,COc1ccccc1C1CCCN1S(=O)(=O)NCc1ccccc1 (centres undefined)
-26.2,O=c1cc(-c2ccc3c(c2)OCCO3)oc2cc(Cl)ccc12
-7.8&-4.2,CCCc1cc(C(=O)N2CCCC(Cc3ccccc3C)(C(=O)OCC)C2)no1 (centres undefined)
-5.0,O=S(=O)(Nc1cccc(Cl)c1)c1cnc[nH]1
-30.8,CCCC12CN3CC(C)(CN(C1)C3C(O)C(O)C(O)CO)C2=O (centres undefined)
-4.1,O=C(OCc1cc(-c2ccccc2F)on1)c1cc2ccccc2o1
-1.9,Cc1ccc(-n2nnc3c(N4CCNCC4)ncnc32)cc1

# (list continues)
mcGAS RapidFire,SMILES
8.1,COC(=O)C(=C/C=C/N1CCOCC1)C(=O)OC
-7.2,COc1ccc(NC(=O)Nc2cccc(-c3csc4nc(C)cc(=O)n34)c2)cc1
-12.7,COc1cc(C=NN2CCN(C)CC2)cc(OC)c1O
-9.8,CCOC(=O)N1CCN(C(c2ccccc2)C2Sc3nc(C)nn3C2=O)CC1 (centres undefined)
2.8,O=C(CN1CCN(C(=O)NCc2cccnc2)CC1)Nc1ccc(Cl)c(C(F)(F)F)c1
-1.5,CC(C)(O)CSCCNC(=O)N1CCc2c(F)ccc(F)c2C1
2.6&47.9,O=C1c2ccccc2S(=O)(=O)N1c1ccccc1F
-7.9,Cc1ccoc1C(=O)O
-3.1,Cc1ccc(-c2ccsc2C(=O)Nc2c[nH]c(=O)cc2C)cc1
-0.9,CC(=O)Nc1nc2ccc(N3C(=O)c4ccccc4C3=O)cc2s1
-24.5,C#CCN(CC=C)C(=O)C1(Oc2ccc(C)cc2)CCNCC1
2.7,O=S(=O)(N1CCCCC1)N1CCCc2cc(F)c(F)cc21
-6.8,CC(=O)Nc1ccc(C(C#N)c2ccccc2)c(Cl)c1 (centres undefined)
-11.8,CCOC(=O)c1nn(-c2ccc(Cl)cc2Cl)c(N)c1C#N
-8.0,COC(=O)/C=C/c1sccc1NC(C)=O

# (cont.)
mcGAS RapidFire,SMILES
-1.1,CC(C)c1nnc(S(=O)C(C)C(=O)NC(C)c2ccc(Cl)cc2)n1C (centres undefined)
10.1,Cc1cccc(C)c1OCC(O)CN1C(=O)N(C)C2(CCCCC2)C1=O (centres undefined)
-21.3,CN1CCCCC1CCNC(=O)c1ccc(N2CCc3ncccc3C2)nc1 (centres undefined)
-4.7&7.9,COc1cc2c(c(OC)c1)C(c1c(C)nn(C(C)(C)C)c1C)CC(=O)N2 (centres undefined)
-8.2,Cc1ccc(NC(=O)C2CC2)cc1NCC(=O)N1CCOC(C)C1 (centres undefined)
-5.7,COC(=O)C(Cn1ccnc1)C(O)(c1nccn1C)C(F)(F)F (centres undefined)
-14.2,COc1ccc(C(N)=O)cc1-c1ccc(S(C)(=O)=O)cc1
-11.8,CCCN(Cc1cccc(Cl)c1)C(=O)C(CC)OC (centres undefined)
-2.0,Cc1cc(C)n(-c2ccccc2C(=O)N2CCC(Oc3ccccn3)CC2)n1
-7.8,O=C1N(Cc2cccc(Cl)c2)C[C@@H]2C[C@@H](c3cccn3-c3nccs3)N3CCC[C@@]123
-40.4,CCC(C(=O)NCC1=CCN(C)CC1)c1ccccc1 (centres undefined)
-28.9,CC(=O)C1=C(C)Nc2ncnn2C1c1cccs1 (centres undefined)
-9.3,O=S(=O)(Nc1ccc(Cl)cc1F)c1cc(Cl)ccc1Cl
-21.1,CC(C)c1cc(C(=O)N(Cc2nccn2C)C2CC2)cs1
1.9,Cc1ccc(N2C(=O)CC(n3ccnc3)C2=O)cc1 (centres undefined)

# Arranged by the number under mcGAS RapidFire (descending): 3 of the compounds above.
structure,mcGAS RapidFire
Cc1cc(C)n(-c2ccccc2C(=O)N2CCC(Oc3ccccn3)CC2)n1,-2.0
Cc1ccc(NC(=O)C2CC2)cc1NCC(=O)N1CCOC(C)C1 (centres undefined),-8.2
CN1CCCCC1CCNC(=O)c1ccc(N2CCc3ncccc3C2)nc1 (centres undefined),-21.3

# Next section.
mcGAS RapidFire,SMILES
-13.0,CC1(C(=O)NS(=O)(=O)c2cccc(Cl)c2)CCN1C(=O)c1cccc(F)c1 (centres undefined)
-5.5,O=C(c1cn(Cc2ccccc2F)nn1)N1CCCC(OCc2ccccn2)C1 (centres undefined)
-4.8,CC1(C)Oc2ccc3ccc(=O)oc3c2CC1O (centres undefined)
-6.0,C=CCNC(=O)NC(=O)CSc1nncn1C
-8.8,Cc1ccccc1N1CCN(c2ncccc2CNC(=O)C2CCCCO2)CC1 (centres undefined)
-21.9,COc1ccc2nc(NS(C)(=O)=O)sc2c1
-10.8,C=Cc1cccc(CN2CCCC(CNC(=O)C3(N)CCC3)C2)c1 (centres undefined)
2.3,CCCC(C)NC(=O)CN1CCN(c2ccc(C(F)(F)F)cn2)CC1 (centres undefined)
-8.5,Cn1cc(S(=O)(=O)O)cc1-c1nc2ccccc2n1C
-7.1,CCn1ncc(Br)c1C(=O)N(C)C12CC3CC(CC(C3)C1)C2
-8.9,CN1CCc2c(sc3nc(=S)[nH]c(Nc4ccccc4)c23)C1
1.8,O=C(CCN1CCCCO1)N1CC[C@@H](c2ccc3c(c2)OCO3)[C@H](O)C1
-19.1,CC(=NNS(=O)(=O)c1cc(C)ccc1C)c1ccc2c(c1)OCCO2
0.7,C=CCN(CC(=O)NC(C)CC)S(=O)(=O)c1ccc(Cl)c(Cl)c1 (centres undefined)
-13.8,COc1cc(C(=O)Nc2ccc(NC(=O)C(C)(C)C)c(OC)c2)ccn1

# Remaining list, next part.
mcGAS RapidFire,SMILES
-12.7,O=C(NCCOc1ccccc1)N1CCN(S(=O)(=O)c2ccc(Cl)c(Cl)c2)CC1
-5.3,Fc1cccc(F)c1C=Cc1ccc2ccccc2n1
-7.2,CCCCOc1cccc(C(=O)Nc2nnc(-c3ccccc3S(C)(=O)=O)o2)c1
6.5,O=C(NCC1COc2ccccc2O1)c1cccnc1Oc1ccccc1 (centres undefined)
-6.9,COc1ccc(CN2CCNC(=O)C2CC(=O)NCCSC)c(F)c1 (centres undefined)
20.1,O=[N+]([O-])c1ccc(C(O)CNC(=S)NC2CC3CCC2C3)cc1 (centres undefined)
-1.1,COc1cc(/C=C/C(=O)N2CCN(CC(=O)N3CCCC3)CC2)cc(OC)c1OC
-2.8,CCN(CC(=O)NC(C)c1ccccc1Cl)C(C)c1ccc(C#N)cc1 (centres undefined)
1.5,CCN(CCn1cccn1)Cc1cc(F)ccc1O
1.6,Cc1ccc(C(=O)N(C)C2CCCN(CCc3ccccc3)C2)cc1N1CCNC1=O (centres undefined)
-5.7,C[n+]1cn(Cc2cccc3ccccc23)c2ccccc21
-22.1,CC(C(=O)NC1CCCC1)n1nnc(-c2ccc(Br)cc2)n1 (centres undefined)
12.0,Cc1cc(N)n(-c2cc(N3CCCCCCC3)ncn2)n1
-4.1,O=C(c1ccc(C(F)(F)F)[nH]c1=O)N1CCN(c2nccs2)CC1
5.2,Cc1ccc(F)c(S(=O)(=O)NC(=O)C2(C)CCN2C(=O)CC(c2ccccc2)c2ccccc2)c1 (centres undefined)

# For convenience, some entries already given.
mcGAS RapidFire,SMILES
-12.7,O=C(NCCOc1ccccc1)N1CCN(S(=O)(=O)c2ccc(Cl)c(Cl)c2)CC1
-5.3,Fc1cccc(F)c1C=Cc1ccc2ccccc2n1
-7.2,CCCCOc1cccc(C(=O)Nc2nnc(-c3ccccc3S(C)(=O)=O)o2)c1
6.5,O=C(NCC1COc2ccccc2O1)c1cccnc1Oc1ccccc1 (centres undefined)

# The listing picks up with the 3 entries that preceded the break.
mcGAS RapidFire,SMILES
12.0,Cc1cc(N)n(-c2cc(N3CCCCCCC3)ncn2)n1
-4.1,O=C(c1ccc(C(F)(F)F)[nH]c1=O)N1CCN(c2nccs2)CC1
5.2,Cc1ccc(F)c(S(=O)(=O)NC(=O)C2(C)CCN2C(=O)CC(c2ccccc2)c2ccccc2)c1 (centres undefined)
-5.2,O=C(NC1CCCCC1)OCC(F)(F)F
-4.2,NC(=O)c1nc(CN2CCOC(C(F)(F)F)C2)no1 (centres undefined)
-9.3,CCOC(=O)NC(C(=O)N1CCc2ccccc2C1)C(C)C (centres undefined)
-4.0,CC(=O)Nc1ccc(NC(=O)c2c(C)cc(=O)oc2C)cc1
6.0,CN1CC2(CCN(C(=O)CNS(=O)(=O)c3cccs3)C2)OC1=O (centres undefined)
-7.2,CC(C)N1CCN(c2nc3nonc3nc2NCc2ccccc2)CC1
1.1,Cc1c(C(=O)NCc2ccc(F)cc2)sc2nc3n(c(=O)c12)CCC3
-7.8,C=CCn1c2[n+](c3ccccc3c1=O)CCCCC2
-17.3,CN(CC1CCCN(CCc2ccc(Cl)cc2)C1)C(=O)C1CCCCC1 (centres undefined)
2.1,Cn1ccnc1Sc1ncc(C(=O)Nc2ccncc2)cc1Cl
-6.9,Cc1nonc1CN(C)C(=O)c1csc2nc(-c3ccc(C(F)(F)F)cc3)cn12
-1.4,Cc1cc(CSc2ncnc3sccc23)no1
-6.8,CC(C#N)SC12CC3CC(CC(C3)C1)C2 (centres undefined)
-1.2,CC(c1cccc(O)c1)N(C)c1nc(C(F)F)nc2ccccc12 (centres undefined)
3.6,Cn1c(=O)c(CN(Cc2ccsc2)Cc2ccco2)cc2ccccc21

# Further structures:
mcGAS RapidFire,SMILES
-7.5,COc1cc(/C=N\Nc2nnc(C(C)(C)C)c(=O)[nH]2)cc(OC)c1OC
3.4,COC(=O)c1c(C)cccc1S(=O)(=O)N1CCCC(c2nncn2C)C1 (centres undefined)
14.9,CC(=O)N1CCc2c(nc(N(C)C)nc2N(C)Cc2ncc[nH]2)C1
-25.6,N#CCc1cc(-c2ccc(Cl)cc2)on1
-7.0,Cc1nn(C)cc1CNC(=O)CCc1ccccc1
-10.4,FC(F)c1cc(C(F)F)n2nccc2n1
-2.9,Cc1cc(C)c(CNC(C)c2cnc(-c3ccncc3)nc2C)cc1C (centres undefined)
17.7,Oc1[nH]c2c(Br)cc(Br)cc2c1N=Nc1ccc(C(F)(F)F)cn1
-5.7,O=C(OCc1ccc(F)cc1)C1CC2CCCC(C1)C21SCCS1 (centres undefined)
3.1,Cc1ccc(NC(=O)C(C)Sc2nnc(N3CCC(C)CC3)n2C2CC2)cc1 (centres undefined)
-21.7,Cc1ccc(-c2nc(C(=O)O)cs2)n1C

# A portion of the library; the hit share may differ from the screen's.
